Artemis endo inh: inhibitors of human Artemis endonuclease activity | Q96SD1 | recombinant Artemis, quenched FAM hairpin cleavage fluorescence | inhibition, % at 10 µM | 0.78% of 30,000 active | AID 686954;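 active = at 10 µM dose, at least 30% inhibition, measured as corrected fluorescence normalized to stimulator and neutral control wells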
Target sequence (Q96SD1 whole entry, looked up): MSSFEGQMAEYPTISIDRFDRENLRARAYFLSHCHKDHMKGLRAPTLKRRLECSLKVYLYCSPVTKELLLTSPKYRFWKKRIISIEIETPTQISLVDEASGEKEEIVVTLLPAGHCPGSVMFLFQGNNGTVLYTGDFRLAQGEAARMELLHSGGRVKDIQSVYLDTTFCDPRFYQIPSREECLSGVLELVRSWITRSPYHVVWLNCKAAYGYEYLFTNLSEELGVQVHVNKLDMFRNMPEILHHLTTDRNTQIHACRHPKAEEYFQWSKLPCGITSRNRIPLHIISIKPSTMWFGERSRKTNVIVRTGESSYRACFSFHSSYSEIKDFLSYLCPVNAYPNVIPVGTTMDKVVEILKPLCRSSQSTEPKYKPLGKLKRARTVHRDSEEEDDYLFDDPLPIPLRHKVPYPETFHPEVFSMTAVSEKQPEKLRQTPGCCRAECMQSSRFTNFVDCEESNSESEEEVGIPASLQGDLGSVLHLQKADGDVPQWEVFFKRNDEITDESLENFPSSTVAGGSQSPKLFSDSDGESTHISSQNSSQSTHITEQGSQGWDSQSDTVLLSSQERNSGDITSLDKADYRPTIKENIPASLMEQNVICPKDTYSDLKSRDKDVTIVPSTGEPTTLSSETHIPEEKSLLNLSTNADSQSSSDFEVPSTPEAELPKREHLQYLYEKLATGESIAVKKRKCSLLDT
An asterisk follows results filed as active. Not all compounds are listed; rates above refer to the full screens.

SMILES | Artemis endo inh
CCOP(=O)(OCC)C(O)c1ccc(OC)c(OC)c1 (centres undefined) | -6
C=C1N2CCC(CC2)C1(O)c1ccccc1C (centres undefined) | 0
COc1ccc2c(c1OC)C(=O)OC2c1c(O)n(C2CCCCC2)c(=O)[nH]c1=O (centres undefined) | 2
Cc1c2cnn(CC(=O)N3CCC4(CC3)OCCO4)c(=O)c2c(C)n1Cc1ccc(F)cc1 | -1
CC1(C)CC(n2[nH]c(=O)c3c2NC(=O)CSC3c2ccccc2)CCO1 (centres undefined) | -2
Clc1cccc(C2NCCc3[nH]cnc32)c1 (centres undefined) | 6
CC12CN3CC(C)(CN(C1)C3c1ccncc1)C2=O (centres undefined) | -4
O=C(c1cc2cc3ccc(Cl)cc3nc2o1)N1CCC2(CC1)OCCO2 | 5
CC(=O)N1CN2CN(C(C)=O)CC(C(=O)c3ccccc3)(C2)C1 | 1
CC(Cc1ccccc1)[n+]1cc(/N=C(\N)[O-])on1 (centres undefined) | -1
CC(=O)c1c(O)n(C2CCCCCC2)c(=O)[nH]c1=O | -9
COCCNC(=O)c1c(NC(=O)c2ccco2)n(Cc2ccccc2)c2nc3ccccc3nc12 | 17
O=c1c2ccccc2nc(-c2ccccc2)n1-n1cccc1 | 1
CN(CCc1ccccc1)Cc1ccccc1[N+](=O)[O-] | -1
O=C(O)C1CSC(c2cccnc2)N1 (centres undefined) | -12
COc1cc2[nH]c(=O)n(-c3cccc(Cl)c3)c(=O)c2cc1OC | 1
c1ccc2c(CN3CCN(C4CCCCC4)CC3)c[nH]c2c1 | 7
COc1ccc2nc(/N=C/c3c(O)n(-c4cccc(Cl)c4)c(=O)[nH]c3=O)sc2c1 | 4
O=C(Nc1cccc(OC(=O)N2CCCCC2)c1)N1CCCCC1 | 12
CN(C)CP(=O)(Nc1ccccc1)N(C)C (centres undefined) | -13
S=C1CN=C(c2ccccc2Cl)c2cc(Cl)ccc2N1 | 1
COC(=O)c1ccc(N2C(=O)CC(N3CCC(n4c(=O)[nH]c5ccccc54)CC3)C2=O)cc1 (centres undefined) | 2
O=c1[nH]c(=O)n(Cc2ccccc2)c(O)c1C=Nc1ccc(CN2CCOCC2)cc1 | -3
COc1ccc(C2C(C#N)=C(N)Oc3c2c(=O)oc2ccccc32)cc1Cn1cc([N+](=O)[O-])cn1 (centres undefined) | 6
NC1CCCCC1N=Cc1c(O)n(Cc2ccc(F)cc2)c(=O)[nH]c1=O (centres undefined) | 8

Next entries
SMILES | Artemis endo inh
COC(=O)C(O)(c1ccc(NC(=O)c2ccco2)c(OC)c1)C(F)(F)F (centres undefined) | -2
CCCC(=O)C1C(=O)NC(=O)NC1=O | -10
Nc1c(C(=O)NC2CCCC2)c2nc3ccccc3nc2n1CC1CCCO1 (centres undefined) | 31*
CCOC(=O)C(O)(c1ccc(N)c(OC)c1)C(F)(F)F (centres undefined) | -2
Cc1ccc(-n2c(O)c(C=NC3CCCCC3N)c(=O)[nH]c2=O)cc1C (centres undefined) | 1
O=C(Cc1ccccc1)OC(COCc1ccccc1)CN1CCOCC1 (centres undefined) | -10
CCCNC(=O)N1C2CCC1CC(O)(c1cccnc1)C2 (centres undefined) | -4
CCc1nc2ccccc2c(=O)n1-c1ccc2ccccc2c1 | 8
CCC(=O)OC1(c2cccc(C)c2)CC(C)N(C)CC1C (centres undefined) | -13
CCC1(CCc2ccncc2)C(=O)NC(=O)NC1=O | 2
O=C(COc1ccc(Br)cc1)N1CCN(Cc2c[nH]c3ccccc23)CC1 | -1
CC(=O)OC1N=C(c2ccccc2)c2cc(C)ccc2NC1=O (centres undefined) | -8
C(#CCN1CCOCC1)COC/C=C/c1ccccc1 | -6
CC1(C)CC(n2[nH]c(=O)c3c2NC(=O)CSC3c2ccc(F)cc2)CCO1 (centres undefined) | -8
Cc1c2cnn(CC(=O)N3CCC4(CC3)OCCO4)c(=O)c2c(C)n1Cc1ccccc1F | 2
CCOP(=O)(CN(CC)CCNP(=O)(OCC)OCC)OCC | -5
CC(C)OCCCNC(=O)c1c(N)n(Cc2cccs2)c2nc3ccccc3nc12 | 15
CC(C)OC(=O)c1c(N)n(CC2CCCO2)c2nc3ccccc3nc12 (centres undefined) | 0
CNP(=S)(NC)OCCOc1ccc(OC)cc1 | -4
CCOc1ccc2[nH]c(=O)c(CN(CCO)C3(c4nnnn4C4CCCCC4)CCCCC3)cc2c1 | 3
CCCCCn1c(=O)c(C(=O)Nc2c(C)n(C)n(-c3ccccc3)c2=O)c(O)c2ccccc21 | 23
CN1CCN(c2ccc(C=O)cc2)CC1 | -6
CC(C)CCn1c(N)c(C(=O)OCC2CCCO2)c2nc3ccccc3nc21 (centres undefined) | 14
CCOC(=O)C(O)(c1cn(C)c2ccccc12)C(F)(F)F (centres undefined) | -7
CCC(CC)C1C(C#N)=C(N)Oc2c1c(=O)oc1ccccc21 (centres undefined) | 5

Another view of some results above:
mol	Artemis endo inh
CC(C)CCn1c(N)c(C(=O)OCC2CCCO2)c2nc3ccccc3nc21 (centres undefined)	14
CCOC(=O)C(O)(c1cn(C)c2ccccc12)C(F)(F)F (centres undefined)	-7

28 entries from above, with tabs:
smiles	Artemis endo inh
O=c1[nH]c(=O)n(Cc2ccccc2)c(O)c1C=Nc1ccc(CN2CCOCC2)cc1	-3
COc1ccc(C2C(C#N)=C(N)Oc3c2c(=O)oc2ccccc32)cc1Cn1cc([N+](=O)[O-])cn1 (centres undefined)	6
NC1CCCCC1N=Cc1c(O)n(Cc2ccc(F)cc2)c(=O)[nH]c1=O (centres undefined)	8
COC(=O)C(O)(c1ccc(NC(=O)c2ccco2)c(OC)c1)C(F)(F)F (centres undefined)	-2
CCCC(=O)C1C(=O)NC(=O)NC1=O	-10
Nc1c(C(=O)NC2CCCC2)c2nc3ccccc3nc2n1CC1CCCO1 (centres undefined)	31*
CCOC(=O)C(O)(c1ccc(N)c(OC)c1)C(F)(F)F (centres undefined)	-2
Cc1ccc(-n2c(O)c(C=NC3CCCCC3N)c(=O)[nH]c2=O)cc1C (centres undefined)	1
O=C(Cc1ccccc1)OC(COCc1ccccc1)CN1CCOCC1 (centres undefined)	-10
CCCNC(=O)N1C2CCC1CC(O)(c1cccnc1)C2 (centres undefined)	-4
CCc1nc2ccccc2c(=O)n1-c1ccc2ccccc2c1	8
CCC(=O)OC1(c2cccc(C)c2)CC(C)N(C)CC1C (centres undefined)	-13
CCC1(CCc2ccncc2)C(=O)NC(=O)NC1=O	2
O=C(COc1ccc(Br)cc1)N1CCN(Cc2c[nH]c3ccccc23)CC1	-1
CC(=O)OC1N=C(c2ccccc2)c2cc(C)ccc2NC1=O (centres undefined)	-8
C(#CCN1CCOCC1)COC/C=C/c1ccccc1	-6
CC1(C)CC(n2[nH]c(=O)c3c2NC(=O)CSC3c2ccc(F)cc2)CCO1 (centres undefined)	-8
Cc1c2cnn(CC(=O)N3CCC4(CC3)OCCO4)c(=O)c2c(C)n1Cc1ccccc1F	2
CCOP(=O)(CN(CC)CCNP(=O)(OCC)OCC)OCC	-5
CC(C)OCCCNC(=O)c1c(N)n(Cc2cccs2)c2nc3ccccc3nc12	15
CC(C)OC(=O)c1c(N)n(CC2CCCO2)c2nc3ccccc3nc12 (centres undefined)	0
CNP(=S)(NC)OCCOc1ccc(OC)cc1	-4
CCOc1ccc2[nH]c(=O)c(CN(CCO)C3(c4nnnn4C4CCCCC4)CCCCC3)cc2c1	3
CCCCCn1c(=O)c(C(=O)Nc2c(C)n(C)n(-c3ccccc3)c2=O)c(O)c2ccccc21	23
CN1CCN(c2ccc(C=O)cc2)CC1	-6
CC(C)CCn1c(N)c(C(=O)OCC2CCCO2)c2nc3ccccc3nc21 (centres undefined)	14
CCOC(=O)C(O)(c1cn(C)c2ccccc12)C(F)(F)F (centres undefined)	-7
CCC(CC)C1C(C#N)=C(N)Oc2c1c(=O)oc1ccccc21 (centres undefined)	5

New compounds follow
SMILES | Artemis endo inh
Cc1sc2ncn(CC(=O)NCC(=O)N3CCC4(CC3)OCCO4)c(=O)c2c1C | -3
CCOC(=O)[C@@]1(C#N)[C@@H]2C=CC(C(N)=O)=CN2[C@@H](C(N)=O)[C@@H]1c1cccc(Cl)c1 | 4
Fc1ccc(NC2=NCCS2)cc1Cl | 11
CCOP(=O)(OCC)C(CC)N1CCOCC1 (centres undefined) | -2
Cc1n[nH]c(C)c1CCN | 3
CN(C)C=C1C(=O)N(C2CCCCC2)C(=O)N(C2CCCCC2)C1=O | -1
CC(C(=O)N1CCC2(CC1)OCCO2)C1Sc2ccccc2NC1=O (centres undefined) | 8
O=C(Cc1ccccc1)N1CCN(C/C=C/c2ccccc2)CC1 | 0
COCC(C)OC(=O)c1c(N)n(Cc2ccco2)c2nc3ccccc3nc12 (centres undefined) | 9
CCOc1ccc(Br)c(C2(O)CC(C)N(C)CC2C)c1 (centres undefined) | -4
Cc1cc(C)c(C(=O)CN2CCOCC2)c(C)c1 | 1
COc1cc2[nH]c(=O)n(-c3ccc(C)cc3)c(=O)c2cc1OC | 8
COc1cc(C(=O)Nc2ccc(Br)cc2C(=O)c2ccccc2)cc(OC)c1OC | 5
O=c1[nH]c(=O)n(Cc2ccco2)c(O)c1C=NC1CC1 | 1
CCOC(=O)c1cn2nc(OP(=S)(OCC)OCC)cc2nc1C | 7
O=S(=O)(c1ccccc1)N1CN2CCN(C2)C1 | -5
CN1CCN(Cc2ccc(OC(F)(F)F)cc2)CC1 | -11
CCNC(=O)C1OC(n2cnc3c(N)ncnc32)C(O)C1O (centres undefined) | -6
O=C(COC(=O)Cc1ccccc1)Nc1ncc(Cl)cc1Cl | -13
CCOc1ccccc1-n1c(O)c(C=NCCCN(CC)CC)c(=O)[nH]c1=O | -5
Cc1ccc2c(c1)CC1(CN2C)C(=O)NC(=O)N(CCC2=CCCCC2)C1=O (centres undefined) | 6
O=C1OCCN1P(=O)(c1ccccc1)c1ccccc1 | -15
N=C(N)c1c(O)n(C2CCCCC2)c(=O)n(C2CCCCC2)c1=O | 5
c1ccc(CNC2=NCCS2)cc1 | -6
CN(C(=O)c1ccco1)C1(c2ccccc2Cl)CCCCC1=O (centres undefined) | 2

Following part.
SMILES | Artemis endo inh
O=c1c2ccccc2nc(-c2cccs2)n1-c1ccccc1 | 3
CCCCCSc1cc(OC)c(CCN(C)C)cc1OC | -4
CCOC(=O)C1=C(N)Oc2c(c(=O)oc3ccccc23)C12C(=O)N(C)c1ccccc12 (centres undefined) | 2
CCCC(C)C1(CC)C(=O)NC(=Nc2ccc(F)cc2)NC1=O (centres undefined) | -1
O=c1c2ccccc2nc(-c2ccco2)n1-c1cccnc1 | -9
CCCCCCn1c(O)c(C=NCCCn2ccnc2)c(=O)[nH]c1=O | -9
CCC(=NC1CC1)c1c(O)n(-c2ccc(OC)cc2)c(=O)[nH]c1=O | -5
COc1ccc(C2NCc3ccc4c(c3-n3cccc32)OCO4)cc1OC (centres undefined) | -10
O=c1[nH]c(=O)n(C2CCCCC2)c(O)c1C=NCCCn1ccnc1 | 2
CCC(=O)c1cn(Cc2ccc(C#N)cc2)c2ccccc12 | 0
COc1cc2c(C(=O)N3CCN(C)CC3)c(C)n(C)c2cc1Br | 5
COc1ccccc1/C=C1/C(=N/O)C2CCN1CC2 | -8
CCOc1cc(C=C2C(=O)NC(=O)NC2=O)ccc1OS(=O)(=O)c1ccccc1 | 15
Cc1ccc(N2C(=O)/C(=C/N3CCN(C(=O)c4ccco4)CC3)C(=O)NC2=S)cc1C | 31*
CCCCCCn1c(O)c(C=NC2CCN(Cc3ccccc3)CC2)c(=O)[nH]c1=O | 1
CCCCOCCCn1c(N)c(C(=O)OCCOC)c2nc3ccccc3nc21 | 25
COC(=O)C(c1ccccc1)N1CCCCCC1 (centres undefined) | 0
OC(c1ccc(F)cc1)C(c1ccccc1)N1CCOCC1 (centres undefined) | -1
O=c1[nH]c(=O)n(CCC2=CCCCC2)c(O)c1C=NC1CCN(Cc2ccccc2)CC1 | 5
Cc1ccc(C2(O)CC(C)N(C)CC2C)cc1 (centres undefined) | -13
COc1cc(-n2c(=S)[nH]c3ccccc3c2=O)c(Cl)cc1Cl | 0
CC1(C)CN=C(Nc2nc3ccccc3s2)S1 | 2
COc1cc(C2NCc3ccccc3-n3cccc32)ccc1O (centres undefined) | -3
COc1ccc(CN2CCN(C(=O)COc3cccc(C)c3)CC2)c(OC)c1 | 3
Cc1ccc(C)c(NC2=NCCCS2)c1 | -5

Next part.
SMILES | Artemis endo inh
Oc1ccc(CC2CC3CCN2CC3)cc1O (centres undefined) | -3
COC(=O)C(C)Oc1cc(C)cc2oc(=O)c3c(c12)CCC3 (centres undefined) | -4
CCOC(=O)C(NC(C)=O)C(OC(C)=O)c1cccc(N(CCCl)CCCl)c1 (centres undefined) | -6
Cc1cccnc1NC1=NCC(C)S1 (centres undefined) | -2
CCCC1C(C#N)=C(N)Oc2c1c(=O)oc1ccccc21 (centres undefined) | -1
O/N=C/c1c[nH]c2ccccc12 | -2
CC(=NCC1CCCO1)c1c(O)n(Cc2ccccc2)c(=O)[nH]c1=O (centres undefined) | -2
CC12CN3CCN(CC(C3)C1O)C2 (centres undefined) | -2
CCNCC1(c2ccc(OC)c(OC)c2)CCCC1 | -7
O=C(Cc1ccccc1)N1CCN(CC2CC=CCC2)CC1 (centres undefined) | 1
CC[N+](C)(CC)CCCOC(=O)C(O)(c1ccccc1)C1CCCCC1 (centres undefined) | -7
CCC(C)N1CCN(C(=O)Cc2ccccc2)CC1 (centres undefined) | 1
CCOC(=O)CN1C(=O)C2(C(C#N)=C(N)Oc3ccccc32)C(C(=O)OC)=C1C (centres undefined) | -3
c1cncc(C2CC(c3cccs3)n3ncnc3N2)c1 (centres undefined) | 2
CCCCCCCSc1cc(OC)c(CCNC)cc1OC | 2
O=P(/C(=N/O)N1CCCCC1)(N1CCOCC1)N1CCOCC1 | -3
CCC(=Nc1ccc2c(c1)CCC2)c1c(O)n(C)c(=O)n(C)c1=O | -5
Brc1ccc(CN2CCNCC2)s1 | -2
COC(=O)CCCNC(=O)CN1CC(c2ccccc2)CC1=O (centres undefined) | 0
O=C1C(c2ccccc2)=C(N2CC2)c2ccccc21 | -1
CCC/C(=N\O)c1c[nH]c2ccccc12 | 4

High-throughput results deposited in PubChem by Sanford-Burnham Center for Chemical Genomics.
